aDG glyco up = activators of alpha-DG glycosylation, primary screen, uHTS, Pro5-aDG cells, AlphaScreen. alpha-DG glycosylation AlphaScreen (IIH6); 0% Pro5, 100% B10-LARGE cell signal. activation, % at 10 µM. hit rate 0.22% among 360,000;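 active means activation of at least 8% versus controls, or a plate z-score of at least 8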;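 further: Pro5 are CHO cells carrying HIG-tagged alpha-DG that lacks glycosylation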
PDI inh = inhibitors of human PDI, primary screen, biochemical, turbidity, single point, plate reader; inhibition, % at 10 µM; PDI insulin aggregation turbidity, A650, 90 min; hit rate 0.052% among 350,000; Protein disulfide-isomerase (Homo sapiens), P07237;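 active means mean inhibition across replicates of 30% or more, whatever share of single replicates reach that level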;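 further: absorbance from insulin aggregation driven by PDI reduction with DTT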
Target sequence (P07237 whole entry, looked up): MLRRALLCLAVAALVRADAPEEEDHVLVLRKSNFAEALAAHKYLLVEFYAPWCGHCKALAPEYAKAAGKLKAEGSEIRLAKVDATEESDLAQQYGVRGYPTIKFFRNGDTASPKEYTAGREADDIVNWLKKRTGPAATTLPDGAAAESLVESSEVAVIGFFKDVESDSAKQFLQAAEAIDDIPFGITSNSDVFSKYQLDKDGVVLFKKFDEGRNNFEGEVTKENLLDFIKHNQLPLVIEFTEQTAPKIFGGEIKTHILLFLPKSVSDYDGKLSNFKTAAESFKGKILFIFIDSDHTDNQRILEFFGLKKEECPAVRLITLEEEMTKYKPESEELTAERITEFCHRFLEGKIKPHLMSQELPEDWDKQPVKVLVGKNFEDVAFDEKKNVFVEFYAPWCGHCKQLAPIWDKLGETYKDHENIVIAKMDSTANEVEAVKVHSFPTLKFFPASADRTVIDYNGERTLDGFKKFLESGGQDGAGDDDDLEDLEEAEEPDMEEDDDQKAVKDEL
Granule exo inh = LAMP-1 surface exposure blockers, TALL-104 cells – cell-based, flow cytometry, MLPCN library, primary screen; TALL-104 LAMP-1 surface exposure; cells stimulated with thapsigargin and PMA; inhibition, % at 10 µM; hit rate 0.66% among 360,000;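 active means inhibition above about 55%, limit read from the data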
NR2E3 ag-1 = NR2E3 agonists in two-hybrid cells, primary screen, cell-based, luminescence, CHO-S, Gal4-NCOR/VP16-NR2E3; Photoreceptor-specific nuclear receptor (Homo sapiens), Q9Y5X4; luciferase; inhibition of corepressor binding, % at 3.98 µM; hit rate 0.35% among 360,000; AID 602229, 2012;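 active means inhibition above the mean of all tested compounds plus 3 SD, cut at about 70% in these data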;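 further: 0% = DMSO with NR2E3 transfected cells and 100% = cells lacking NR2E3 construct; higher means lower luciferase signal from less NR2E3 corepressor binding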
Target sequence (Q9Y5X4 whole entry, looked up, the tested form may be a part): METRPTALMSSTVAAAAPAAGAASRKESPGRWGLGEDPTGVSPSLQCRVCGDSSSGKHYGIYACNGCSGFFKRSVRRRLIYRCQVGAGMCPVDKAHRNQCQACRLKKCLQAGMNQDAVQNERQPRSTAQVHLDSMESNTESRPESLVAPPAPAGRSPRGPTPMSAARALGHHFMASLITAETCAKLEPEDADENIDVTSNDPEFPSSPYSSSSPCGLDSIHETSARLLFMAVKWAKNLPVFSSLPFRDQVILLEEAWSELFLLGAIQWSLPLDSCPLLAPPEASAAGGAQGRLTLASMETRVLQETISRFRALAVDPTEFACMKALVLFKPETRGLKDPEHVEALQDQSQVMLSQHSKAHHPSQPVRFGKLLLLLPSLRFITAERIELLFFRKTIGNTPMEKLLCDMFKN
Vif imaging = HIV Vif self-association inhibitors, primary screen, imaging, HEK293T, single point; inhibition, % at 7.49 µM; AID 602346, 2012; HEK293T cells, Vif self-association by quenched fluorescence, 24 h; hit rate 0.35% among 340,000; in the data active means inhibition above about 50%, passing the limit was not always enough; further: some results filed as inactive read as strong as hits
NR2E3 ag-2 = inhibitors of NR2E3-RetCOR corepressor binding, primary screen, NR2E3 agonist project, biochemical, TR-FRET, GST-NR2E3, biotin-RetCOR | Photoreceptor-specific nuclear receptor (Homo sapiens), Q9Y5X4 | 1536-well | inhibition of corepressor binding, % at 4.78 µM | hit rate 0.12% among 320,000 | AID 2300, 2010;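 active means percent inhibition above the cutoff of mean plus 3 SD of all tested compounds, set per screening campaign, cut at about 20% in these data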;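 further: 0% = DMSO wells and 100% = biotin wells as full block of FRET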
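System: GST-tagged NR2E3 plus biotinylated RetCOR corepressor; Amount: 1.35 nM GST-tagged NR2E3 final; Dosing: single nominal compound dose of 4.8 µM; Schedule: 5 h incubation at 4 °C; Technique: TR-FRET with europium anti-GST and streptavidin-D2, 340 nm excitation; Controls: biotin wells as high control, 0.6% DMSO wells as low control.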
hiPSC survival = enhancers of single-cell hiPSC survival, primary screen, ATPlite luminescence; 100% = ROCK inhibitor wells, 0% = DMSO; survival enhancement, % at 20 µM; hit rate 0.044% among 360,000; AID 602274, 2012; in the data active means survival enhancement above about 18%;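 further: cells exposed to compounds for 16 hours before the ATP read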
Peg3 prom inh = Peg3 promoter-driven luciferase inhibitors, primary screen, cell-based, HeLa, luciferase luminescence; HeLa PEG-Prom luciferase reporter, overnight; inhibition, % at 20 µM; hit rate 1.7% among 360,000;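 active means inhibition of at least 50% at 20 µM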
HIF-2a inh = HIF-2a reporter inhibitors, primary screen, luminescence, 786-0 RCC cells. 786-0 RCC cells HIF-2a reporter, luciferase luminescence, overnight. inhibition, % at 18.8 µM. hit rate 0.72% among 360,000. AID 624352, 2012;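 active means inhibition of the luminescence signal of 40% or more relative to plate controls, in a single-dose primary screen at 18.75 µM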
CaV13 ICDI inh = Disruptors of the CACNA1D IQ motif to Ca2+-dependent inactivation inhibitor domain association, primary screening, Förster resonance energy transfer in intact living … | HEK cells, CFP/YFP FRET ICDI-IQ, plate reader, 10 min; percent FRET-ratio fall versus neutral wells | inhibition, % at 12.3 µM | hit rate 0.098% among 340,000;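 active means mean replicate inhibition of at least 30% and at least 1% of replicates passing that level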;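 further: 0% = median of the neutral control wells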
TRPM1 prom inh = inhibitors of MITF-dependent TRPM1 promoter reporter, primary screen, cell-based, SK-MEL-5, single point, luciferase. hit rate 0.83% among 330,000. SK-MEL-5 TRPM1 promoter luciferase, 24 h. inhibition, % at 12.5 µM;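 active means mean inhibition across replicates of 60% or more, whatever share of single replicates reaches that level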; further: values of inactives mirror those of a sister screen read the other way
Numbers without * were called inactive; / = not tested or not shown; & = joins results of further samples.

SMILES	aDG glyco up	PDI inh	Granule exo inh	NR2E3 ag-1	Vif imaging	NR2E3 ag-2	hiPSC survival	Peg3 prom inh	HIF-2a inh	CaV13 ICDI inh	TRPM1 prom inh
CC(=O)c1ccc(NC(=O)Cn2nc(C)c([N+](=O)[O-])c2C)cc1	-0.1	-5	2	-20	-5	-1	-0.4	9	-4	-4	-6
CCCCCCC1CC(=O)NC(=S)N1 (configuration not stated)	0.1	1	-6	-1	5	1	1.8	19	-7	13	-5
Cc1ccc2[nH]c(=O)c3cc(C(=O)N4CCN(C(=O)c5ccco5)CC4)sc3c2c1	-0.1	/	-2	-7	-1	2	0.3	8	17	-2	/
c1ccc(CNc2nc(N3CCOCC3)nc(N3CCOCC3)n2)cc1	-0.1	19	4	-3	1	-1	-0.4	9	13	/	-1
CCC(=O)Nc1ccc2c(c1)Cc1cc(NC(=O)CC)ccc1-2	0.2	5	-1	-32	/	/	-0.3	-47	-46	-22	-6
CC(C(=O)OCC(=O)c1cccc([N+](=O)[O-])c1)N1C(=O)C2C3CCC(C3)C2C1=O (configuration not stated)	1.7	-4	-1	3	-2	-3	-2.0	10	19	-17	-9
O=C(Cn1cnc2sc(-c3ccccc3)cc2c1=O)N1CCOCC1	-0.1	-1	-3	-9	-1	-1	-1.0	-12	-50	-5	-9
Cc1ccc(S(=O)(=O)N2CCCN(C)CC2)cc1	-0.1	6	2	-12	-6	4	-0.1	4	8	-3	-1
COc1ccc(C(=O)N2CCN(S(=O)(=O)c3ccc(Br)cc3)CC2)cc1	0.4	5	9	-12	-9	4	0.3	-5	-2	-5	3
COc1ccc(/C=C(\NC(=O)c2ccccc2)C(=O)NCc2ccco2)cc1OC	0.8	8	-4	-12	2	5	0.7	-10	17	-18	-6
CCN(C(=O)c1ccc2c(c1)OCO2)C12CC3CC(CC(C3)C1)C2	0.1	0	1	-9	17	/	0.2	0	11	-5	0
Cc1ccc(NC(=S)N(CCCN(C)C)Cc2cc3cc4c(cc3[nH]c2=O)OCO4)cc1	1.1	22	1	7	-3	1	-3.7	9	-8	-3	-8
O=C(NCCCN1CCCC1=O)c1cc2ccccc2o1	-0.5	4	-11	2	8	1	-0.3	-1	-12	-3	-3
CCOC(=O)CSc1n[nH]c(NC(=O)c2ccc(F)cc2)n1	0.0	-1	2	-39	3	0	1.1	4	-20	/	-1
COc1cc(C(=O)NCC(c2cccs2)N2CCOCC2)cc(Br)c1OCc1ccccc1 (configuration not stated)	0.6	-7	3	3	-30	/	-0.3	29	21	-7	8
Cc1csc(NC(=O)CCC(=O)N(CC(=O)NC2CCCC2)c2ccccc2)n1	0.7	-6	2	-31	-20	2	-0.3	5	10	-3	0
CC(C)(C)NC(=O)COC(=O)c1cc(Br)ccc1Cl	0.1	-1	-2	-22	-3	2	-0.8	-21	-2	-7	-21
Cc1cccc(S(=O)(=O)Nc2nc3ccccc3nc2Nc2ccc3c(c2)OCO3)c1	0.2	-3	0	17	-9	9	-0.2	33	0	-5	3
CN(C)CCCNC(=S)NCc1ccc(Cl)cc1	-0.2	-1	-3	8	-2	2	-1.3	8	7	-5	3
N#Cc1ccc(NCC(=O)Nc2ccc3c(c2)OCCO3)cc1	-0.1	-2	-4	-17	7	4	-0.7	-8	-1	-5	-14
CCCCOc1ccc(Br)cc1CSC(=N)N	4.5	1	18	47	-6	/	-4.1	105*	14	10	14
Cc1ccc(C(=O)N/N=C\c2ccc[nH]2)cc1[N+](=O)[O-]	-0.3	-4	-1	-56	11	2	-2.8	-26	-4	-4	-20
O=C(COC(=O)c1ccc(Cl)c(S(=O)(=O)NCc2ccccc2)c1)NCC1CCCO1 (configuration not stated)	-0.1	-4	-1	-16	15	-4	-0.8	4	13	-5	0
Cc1cccc(NC(=S)NCc2cccs2)c1	-0.1	-9	0	16	3	1	-0.2	-25	-22	-5	10
Cc1ccc(S(=O)(=O)NC[C@H]2O[C@@H](n3cnc4c(N)ncnc43)[C@H](O)[C@@H]2O)s1	0.2	1	0	15	3	/	-2.9	0	2	-5	2
N#CCCN(C(=O)COC(=O)C1CCN(S(=O)(=O)c2ccccc2C(F)(F)F)CC1)c1ccccc1	0.6	7	-1	0	6	/	-1.4	10	8	-2	0
CCCCCc1nc2sc3c(c2c(=O)n1N)CCC3	0.8	0	-2	-39	5	1	12	-61	-34	/	-10
OCCCc1nc2ccccc2n1Cc1ccccc1	0.1	-4	1	-18	9	/	0.5	7	-1	-3	10
Cc1cc(C)c2cc(C(=O)N3CCN(c4ncccc4C(F)(F)F)CC3)[nH]c2c1	0.4	-4	-23	-18	-5	2	-0.8	25	6	-4	14
CC(c1ccccc1)N1CC(C(=O)Nc2ccc(F)cc2)CC1=O (configuration not stated)	-0.3	2	-4	-23	-2	3	7.2	7	3	-6	-9

In a second layout: two of the compounds above.
CCCCOc1ccc(Br)cc1CSC(=N)N
  aDG glyco up: 4.5	PDI inh: 1	Granule exo inh: 18	NR2E3 ag-1: 47	Vif imaging: -6	NR2E3 ag-2: /	hiPSC survival: -4.1	Peg3 prom inh: 105*	HIF-2a inh: 14	CaV13 ICDI inh: 10	TRPM1 prom inh: 14

Cc1ccc(C(=O)N/N=C\c2ccc[nH]2)cc1[N+](=O)[O-]
  aDG glyco up: -0.3	PDI inh: -4	Granule exo inh: -1	NR2E3 ag-1: -56	Vif imaging: 11	NR2E3 ag-2: 2	hiPSC survival: -2.8	Peg3 prom inh: -26	HIF-2a inh: -4	CaV13 ICDI inh: -4	TRPM1 prom inh: -20

Additional compounds.
SMILES	aDG glyco up	PDI inh	Granule exo inh	NR2E3 ag-1	Vif imaging	NR2E3 ag-2	hiPSC survival	Peg3 prom inh	HIF-2a inh	CaV13 ICDI inh	TRPM1 prom inh
CCc1ccccc1N(C(=O)Cn1nnc2ccccc21)C(C(=O)NCCOC)c1ccco1 (configuration not stated)	0.1	0	2	-15	-4	1	-2.5	11	9	-4	-12
Cn1c(=O)[nH]c2ncccc21	-0.3	-2	-2	7	-2	4	-0.2	-12	13	2	-6
O=C(NCC1(N2CCCCC2)CCCCC1)C1CC(=O)N(c2ccc3c(c2)OCCO3)C1 (configuration not stated)	0.0	5	-1	1	6	3	-0.7	-3	20	5	0
COc1ccc(C(=O)Nc2nncs2)c(OC)c1	0.1	/	-3	-75	-2	-2	-2.2	-195	-222	-3	-61
Cc1cc(NC(=O)COn2nnc3ccccc32)no1	0.0	-1	1	-22	13	-2	7.7	11	8	0	0
Cc1cc(OCC(=O)NC(C)C)cc(C)c1Br	0.2	5	0	-9	1	3	1.7	-26	-13	-5	1
CC1(c2ccc(OC(F)F)cc2)NC(=O)N(CC(=O)Nc2ccc3c(c2)OCO3)C1=O (configuration not stated)	0.0	0	0	17	-8	1	-0.3	10	2	-3	-4
COc1ccc2[nH]c(=O)c(CNc3cc(C)ccc3C)cc2c1	-0.1	2	-8	-19	0	-2	-0.2	-29	-59	-4	18
COc1ccc(C=C(C#N)c2ccc(OC)cc2)cc1	-0.1	-1	0	-241	-1	/	-0.4	-283	-305	-10	-47
COCCN(CC(=O)Nc1cc(Cl)ccc1-n1cncn1)Cc1nc2ccccc2c(=O)[nH]1	0.1	-1	-6	-9	-1	1	-2.8	18	14	-2	6
CC(=O)c1cccc(OCc2cc(C(=O)NCc3nc(C)c(C)s3)no2)c1	0.1	5	2	-63	2	0	2.8	-186	-170	/	-65
CC(=O)Oc1ccccc1Cn1c(C)c(C(=O)NCc2ccccc2C(F)(F)F)sc1=O	0.6	15	1	16	-2	/	1.9	25	3	10	/
CCc1cc(C(=O)N2CCCC(CNC(=O)c3ccc(-c4ccccc4)cc3)C2)no1 (configuration not stated)	0.0	-2	-2	-35	-8	1	-0.4	-33	-53	2	-8
Cc1ccc(NC(=O)/C=C\C(=O)NCC(=O)O)cc1	0.1	-7	-5	-8	-1	6	-0.5	9	6	-5	-3
CCCc1[nH]n(-c2nc3ccccc3s2)c(=O)c1C=NCC1CCCO1 (configuration not stated)	0.3	5	0	-36	-10	-4	2.2	-18	-75	-5	-17
CN(Cc1ccccc1)C(=O)c1[nH]cnc1C(=O)Nc1nccs1	0.0	-1	4	-34	-4	0	-1.5	-10	-9	-5	-16
CC(=O)Nc1ccc(S(=O)(=O)NCCC(=O)NCc2ccco2)cc1	-0.1	-2	4	-11	/	/	-0.1	-7	21	-4	/
COc1ccccc1-n1ccnc(SCC(=O)NCCc2ccccc2)c1=O	0.7	0	-8	8	1	-3	0.0	-12	-15	-5	4
O=C1COc2c1ccc(O)c2O	-0.2	-3	5	-19	16	/	2.3	12	1	-13	-1
Cc1ccc(Cl)cc1NC(=O)COC(=O)C12CC3CC(CC(C3)C1)C2	-0.1&0.0	0&-2	3&-1	-9&6	0&2	-4&-1	-2.2&0.8	44&7	22&24	-6	7&-2
Cc1cc(C(=O)CN2C(=O)CCC2=O)c(C)n1Cc1ccccc1	0.3	4	-2	6	/	4	-2.0	-6	-29	-6	2
Cn1nnnc1SCC(=O)NNC(=O)c1ccc(F)cc1	0.0	9	-1	-3	1	1	-0.2	8	13	-21	8
CC1CCN(C(=O)CSc2nnc(-c3cccnc3)o2)CC1	0.0	1	5	-1	-5	2	1.2	-15	4	-3	1
CC1(C(=O)NS(=O)(=O)c2ccc(C#N)cc2)CCN1C(=O)c1ccccc1CCc1ccccc1 (configuration not stated)	-0.2	17	-6	11	4	/	-0.9	16	11	-6	/
CC(C)NC(=O)c1cc(-c2cccs2)nc2ccccc12	0.0	4	-7	-19	-5	2	-0.4	6	5	-5	-10
Cc1ccccc1-n1c(SCC(=O)NCC2CCCO2)nc2c([nH]c3ccccc32)c1=O (configuration not stated)	0.2	-2	-8	-16	1	3	0.1	12	13	-9	21
Cc1cc(C)cc(NC(=O)CN2C(=O)c3ccccc3C2=O)c1	0.0	6	-6	-8	9	1	-0.3	2	19	-1	15
COc1cc(/C(C)=N/NC(=O)c2cccc(S(=O)(=O)N3CCCC3)c2)cc(OC)c1OC	-0.3	-2	-6	7	3	4	1.0	2	14	/	6
O=C(N/N=C/c1ccc(F)cc1)c1ccc(OCc2ccccc2)cc1	-0.1	8	-4	-12	-5	1	0.5	1	17	-2	-11
Cc1onc(-c2ccccc2Cl)c1C(=O)Nc1nc2ccc(S(C)(=O)=O)cc2s1	-0.3	5	4	-8	-2	1	-1.3	10	12	-18	2
CCCCC(CC)COC1(c2ccccc2)OC(=O)c2ccccc21 (configuration not stated)	0.2	-1	-1	10	/	3	-0.4	22	10	-4	22

High-throughput results: PubChem, several laboratories
